Bioassay records (PubChem)
CHOP UPR activ: activators of apoptotic CHOP UPR arm, primary screen, cell-based, CHO-CHOP luciferase reporter, luminescence, uHTS; UPR activation; percent of tunicamycin response over DMSO baseline; activation, % at 10 µM; actives 0.34% (n = 330,000);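 active = at 10 µM dose, activation of 40% or more, normalized to positive control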;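 also: 100% = tunicamycin at 10 µg/mL and 0% = DMSO alone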
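Test system: CHO CHOP reporter cells. Input: 500 CHO-CHOP cells per well. Medium: F12 with 10% FBS. Technique: luciferase luminescence. Measure: percent activation relative to tunicamycin control. Dosing: 10 µM compound, 0.5% DMSO. Timing: 16-18 h cell attachment, then 6 h compound exposure, 37 °C.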
Jurkat NFkB inh: inhibitors of induced NF-kB luciferase reporter, primary screen, TCR NF-kB activation inhibitor project, cell-based, luminescence, uHTS; Jurkat, PMA/ionomycin-induced NF-kB luciferase reporter; actives 0.53% (n = 330,000); inhibition, % at 4 µM; in the data active = inhibition above about 50%
EBI2 antag: EBI2 receptor antagonists, beta-arrestin recruitment, primary screen, cell-based, luminescence, 7a,25-OHC stimulation, uHTS; inhibition, % at 5 µM; 7a,25-OHC stimulated; G-protein coupled receptor 183 (Homo sapiens), P32249; AID 651636, 2012; actives 0.81% (n = 360,000); in the data active = inhibition above about 38%;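 also: enzyme fragment complementation signal reports receptor beta-arrestin coupling in cells; 0% = agonist plus DMSO wells and 100% = wells without agonist; some results beyond the cut were filed as inactive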
CXCR6 inh: CXCR6 receptor inhibitors, primary screen, cell-based, beta-arrestin, luminescence, CHO-K1 PathHunter, 1536-well; C-X-C chemokine receptor type 6 (Homo sapiens), O00574; inhibition, % at 20 µM; actives 0.36% (n = 360,000); AID 602244, 2012; in the data active = inhibition above about 34%, passing the limit was not always enough;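 also: antagonist mode with CXCL16 agonist at 10 nM final; 0% = 10 nM CXCL16 with DMSO and 100% = unstimulated wells without agonist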
XBP1 UPR activ: activators of adaptive XBP1 UPR arm, primary screen, cell-based, CHO-XBP1 luciferase reporter, luminescence, uHTS | IRE1-XBP1 UPR activation; percent of tunicamycin response, DMSO as zero | activation, % at 20 µM | actives 0.33% (n = 330,000) | AID 463104, 2010;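 active = versus positive control, 20 µM dose yields 30% or more activation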;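 also: 100% = tunicamycin at 10 µg/mL and 0% = DMSO only wells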
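assay system = CHO-XBP1 luciferase reporter cells | amount = 1000 cells/well | buffer or medium = F12 plus 10% FBS | compound dosing = single point, 20 µM final compound, 1% DMSO | incubation = 16-18 h cell attachment at 37 °C, then 6 h compound exposure | detection = Steady-Glo luminescence read | controls = tunicamycin 10 µg/mL and vehicle-only wells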
CCR6 antag: CCR6 receptor antagonists, primary screen, cell-based, CHO-K1, luminescence, beta-arrestin, uHTS | actives 0.49% (n = 340,000) | inhibition, % at 20 µM | CHO-K1 CCR6 PathHunter beta-arrestin, CCL20-stimulated | AID 493098, 2011 | C-C chemokine receptor type 6 (Homo sapiens), P51684;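 active = compounds whose inhibition of the agonist-driven luminescence signal at 20 µM reaches about 50%, limit read from the data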;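 also: cells stimulated with CCL20 at 14 nM final; plate controls were DMSO with CCL20 for no effect and DMSO without agonist for full effect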
Gli-Sufu antag: Gli-Sufu pathway antagonists, primary screen, luciferase luminescence, Sufu-KO-LIGHT cells, uHTS | Sufu-KO-LIGHT fibroblasts, Gli luciferase reporter luminescence | inhibition, % at 5 µM | actives 0.74% (n = 340,000) | AID 588413, 2011;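 active = inhibition above about 55%, limit read from the data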;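 also: 0% = DMSO-treated cells and 100% = wells with medium but no cells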
697 NFkB inh: inhibitors of PMA/ionomycin-induced NF-kB reporter, 697 cells, primary screen, B-cell NF-kB inhibitor project, cell-based, luminescence, uHTS. 697 B-cell NF-kB luciferase reporter, 16 h. inhibition, % at 4 µM. actives 0.33% (n = 330,000); in the data active = inhibition above about 35%
Mdm2-MdmX inh: inhibitors of human Mdm2-MdmX association, primary screen, cell-based, luminescence, split luciferase, SaOS-2, uHTS; Protein Mdm4 (Homo sapiens) + E3 ubiquitin-protein ligase Mdm2 (Homo sapiens), …; SaOS-2 split-luciferase Mdm2/MdmX complementation; inhibition, % at 8 µM; actives 3% (n = 330,000);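 active = inhibition of at least 50% at 8 µM in the primary screen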
Target sequence (O15151 whole entry, looked up): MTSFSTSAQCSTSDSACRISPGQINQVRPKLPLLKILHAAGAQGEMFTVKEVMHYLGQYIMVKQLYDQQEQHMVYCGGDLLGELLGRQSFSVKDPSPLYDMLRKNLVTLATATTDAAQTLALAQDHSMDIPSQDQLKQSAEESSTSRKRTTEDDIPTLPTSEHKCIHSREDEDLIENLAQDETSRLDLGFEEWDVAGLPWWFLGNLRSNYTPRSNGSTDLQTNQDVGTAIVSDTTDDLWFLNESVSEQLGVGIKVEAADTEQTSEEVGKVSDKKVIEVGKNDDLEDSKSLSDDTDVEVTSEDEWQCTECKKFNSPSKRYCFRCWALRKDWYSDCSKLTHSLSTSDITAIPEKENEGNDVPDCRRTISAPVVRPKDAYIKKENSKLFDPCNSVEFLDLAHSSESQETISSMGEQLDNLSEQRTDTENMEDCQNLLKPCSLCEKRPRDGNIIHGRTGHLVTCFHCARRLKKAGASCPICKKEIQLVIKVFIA
Target sequence (Q00987 whole entry, looked up): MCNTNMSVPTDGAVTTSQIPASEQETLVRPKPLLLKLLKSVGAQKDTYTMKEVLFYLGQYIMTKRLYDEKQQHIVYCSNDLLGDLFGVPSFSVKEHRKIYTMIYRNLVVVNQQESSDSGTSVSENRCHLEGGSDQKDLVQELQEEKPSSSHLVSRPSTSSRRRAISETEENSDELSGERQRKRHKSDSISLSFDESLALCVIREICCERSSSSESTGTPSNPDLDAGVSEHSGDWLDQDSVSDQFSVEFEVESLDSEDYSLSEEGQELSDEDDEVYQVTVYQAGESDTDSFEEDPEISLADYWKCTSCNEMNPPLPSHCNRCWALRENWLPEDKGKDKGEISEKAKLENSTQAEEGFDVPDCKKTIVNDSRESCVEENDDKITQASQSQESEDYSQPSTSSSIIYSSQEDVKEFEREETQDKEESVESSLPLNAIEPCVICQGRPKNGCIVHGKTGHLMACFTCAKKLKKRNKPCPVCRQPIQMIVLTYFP
Numbers without * were called inactive; . = not tested or not shown.

SMILES | CHOP UPR activ | Jurkat NFkB inh | EBI2 antag | CXCR6 inh | XBP1 UPR activ | CCR6 antag | Gli-Sufu antag | 697 NFkB inh | Mdm2-MdmX inh
CCn1c(CNC(=O)c2cccc(C)c2)nnc1SCC(=O)Nc1nnc(C)s1 | 0.3 | 0.6 | 2.0 | -5.5 | -3.4 | -1.5 | -4.2 | 15.8 | 16.1
Cc1cc(C(=O)OCC(=O)NCc2cccs2)ccc1[N+](=O)[O-] | -1.8 | -17.3 | 8.3 | -6.0 | -1.3 | 12.5 | -6.6 | -15.9 | 0.7
Cc1ccccc1Cn1cnc2c(cnn2C(C)(C)C)c1=O | -1.3 | 7.4 | 7.4 | 1.4 | -0.8 | 0.0 | 16.7 | 1.7 | 12.0
COc1ccc(/C=C2\SC(=O)N(CCC(=O)NC3CCS(=O)(=O)C3)C2=O)cc1 (configuration not stated) | 2.0 | -24.4 | 0.0 | -3.9 | -1.8 | 8.0 | -15.8 | -41.5 | -28.5
CN(C)CCNC(=O)COc1cccc(Cl)c1 | 0.3 | 2.7 | -0.6 | 6.5 | -5.3 | 13.5 | 0.9 | 5.6 | -0.6
COc1ccccc1CN1CCN(Cc2nc(-c3ccccc3)no2)CC1 | 1.8 | 7.9 | -5.2 | -10.2 | -5.0 | 15.2 | -25.8 | 8.3 | 2.9
CC(Oc1ccc(Cl)cc1Cl)C(=O)NC(Cc1ccccc1)C(=O)O (configuration not stated) | . | . | -4.7 | 1.5 | . | 0.6 | -2.9 | . | .
Cc1ccc(NC(=O)CSc2ccc(-c3ccc(-n4cccn4)cc3)nn2)c(C)c1 | 2.2 | -5.8 | -3.7 | 3.6 | 0.8 | 12.1 | -14.9 | 12.6 | 37.3
O=C(COC(=O)c1cccs1)Nc1nc(-c2ccccc2)cs1 | 0.4 | -4.5 | -2.6 | -3.8 | 1.6 | 1.0 | -22.2 | 6.4 | 7.5
Cc1ccc(SCC(=O)Nc2ccc(N3CCN(C)CC3)c(F)c2)cc1 | 0.2 | -85.7 | 1.4 | -2.6 | 1.4 | -0.1 | -17.8 | -78.1 | -11.6
Cc1ccc(-n2c(C)c(C)c3c(NCCCO)ncnc32)cc1 | 5.0 | -75.3 | -3.1 | 9.7 | -1.1 | -0.1 | -17.6 | -70.3 | -30.1
CCN(Cc1ccccc1)C(=O)COC(=O)Cc1c[nH]c2ccccc12 | 0.7 | 2.3 | -18.0 | -2.1 | 1.4 | 12.7 | -3.6 | 1.8 | 6.8
COc1cccc(N2CCN(C(=O)c3oc4ccccc4c3NC(=O)CCc3cc(OC)no3)CC2)c1 | -1.9 | 18.6 | 11.1 | 4.0 | -10.5 | 21.7 | -13.4 | -1.6 | 23.4
Cc1ccc2nc(C)cc(C(=O)OCC(=O)Nc3cccnc3Cl)c2c1 | 0.5 | 10.2 | 5.4 | 1.8 | 1.0 | 2.1 | . | -9.9 | 6.1
Cc1ccccc1NC(=O)Cc1nc(COC(=O)c2ccccn2)cs1 | -0.8 | -0.8 | -9.8 | 1.1 | -1.1 | 11.0 | -2.5 | -10.5 | 0.6
COc1ccc(-c2cc(C(=O)Nc3cc(Br)ccc3O)no2)cc1 | 0.9 | -28.8 | -15.8 | 0.2 | 4.9 | 3.7 | -6.8 | -97.8 | 82.6*
COc1ccc(NC(=O)CSc2nc(=O)n(CCN3CCOCC3)c3c2CCC3)cc1 | 1.0 | 8.4 | 1.6 | -9.0 | -2.0 | -2.0 | -3.9 | 26.3 | 20.2
CCOC(=O)c1c(-c2ccc(C)cc2)csc1/N=C(\C)C1=C(O)c2ccccc2C1=O | 9.8 | -7.1 | -2.1 | 0.8 | -2.5 | 11.2 | 18.7 | -54.3 | 63.4*
O=C(c1cc2sccc2n1Cc1ccc(F)cc1)N1CCCc2ccccc21 | 1.3 | 1.6 | 30.5 | 12.2 | -3.5 | 14.5 | 32.4 | 21.0 | 4.5
CCc1nnc(NC(=O)c2ccc(COc3cccc(C)c3)o2)s1 | 3.4 | 20.7 | 0.7 | 0.6 | -1.9 | 14.7 | 6.2 | -11.5 | 11.9
CCCN(CCC)S(=O)(=O)c1ccc(NS(=O)(=O)c2ccc(F)cc2)cc1 | -1.3 | 14.4 | -10.6 | 1.6 | -1.9 | 5.8 | 6.3 | 12.5 | -3.9
OC1CN=C2CCCc3c2n(c2ccc(Cl)cc32)C1 (configuration not stated) | -2.0 | -3.8 | 18.0 | 52.1* | -0.1 | 67.9* | -7.8 | 1.4 | 22.6
Cc1nc2c(sc3nc4c(cc32)COC(C)(C)C4)c(=O)n1Cc1ccccc1 | 1.5 | -52.4 | 7.4 | -14.3 | -0.3 | 1.8 | -31.6 | -79.0 | -25.1
COc1ccc(C2CC(C)(c3ccc(OC)cc3)Nc3ccccc3N2)cc1 (configuration not stated) | 1.4 | -21.4 | 17.6 | 8.3 | 6.7 | 8.4 | 0.5 | -42.3 | 0.0

Profiles from above. Order of values: CHOP UPR activ | Jurkat NFkB inh | EBI2 antag | CXCR6 inh | XBP1 UPR activ | CCR6 antag | Gli-Sufu antag | 697 NFkB inh | Mdm2-MdmX inh
Entry for Cc1ccc2nc(C)cc(C(=O)OCC(=O)Nc3cccnc3Cl)c2c1 → 0.5 | 10.2 | 5.4 | 1.8 | 1.0 | 2.1 | . | -9.9 | 6.1
Entry for CCc1nnc(NC(=O)c2ccc(COc3cccc(C)c3)o2)s1 → 3.4 | 20.7 | 0.7 | 0.6 | -1.9 | 14.7 | 6.2 | -11.5 | 11.9

Carrying on.
SMILES | CHOP UPR activ | Jurkat NFkB inh | EBI2 antag | CXCR6 inh | XBP1 UPR activ | CCR6 antag | Gli-Sufu antag | 697 NFkB inh | Mdm2-MdmX inh
CNc1ccc(/C=C/C(=O)c2ccc3c(c2)OCCO3)cc1[N+](=O)[O-] | 3.5 | -9.4 | 0.3 | 14.3 | -4.5 | 36.7 | -5.9 | -14.3 | -2.0
CC(NC(=O)COC(=O)CN1C(=O)C2CCCCC2C1=O)c1ccccc1 (configuration not stated) | -1.8 | 8.4 | -6.5 | 6.7 | -1.3 | 8.5 | 1.5 | 5.5 | 22.5
Cc1ccc(C)c(N2CC(C(=O)Nc3nccs3)CC2=O)c1 (configuration not stated) | -1.3 | -0.1 | -3.3 | -1.1 | -1.8 | 7.8 | -10.1 | -2.9 | -23.2
COc1cc(OC)cc(-c2nc3cc(C)ccc3o2)c1 | 4.3 | -150.8 | 37.6 | 4.1 | 4.3 | 6.7 | -89.4 | -174.5 | -193.1
O=C1c2ccc([N+](=O)[O-])cc2C(=O)N1c1ccc([N+](=O)[O-])cn1 | -3.6 | -2.9 | -1.0 | -14.7 | -2.2 | -5.0 | 2.2 | -21.9 | -13.8
CC1CCC(NC(=O)CCNC(=O)c2ccc(Br)cc2)CC1 (configuration not stated) | 3.9 | -50.5 | -0.7 | -5.0 | 0.5 | 15.0 | -55.9 | -51.4 | -42.6
O=C(O)CC(NC(=O)c1cccc([N+](=O)[O-])c1)c1ccc2c(c1)OCO2 (configuration not stated) | 0.4 | -0.6 | -3.8 | 0.7 | -1.7 | -12.9 | 4.3 | -4.3 | 9.2
C=CCNC(=S)NNC(=O)c1ccc2c(c1)OCO2 | -1.6 | -10.8 | -1.3 | 2.6 | 0.7 | 0.8 | 1.3 | -23.9 | 18.7
O=C1CCCN1CCCNC(=S)Nc1ccccc1Cl | -2.7 | -9.3 | -9.2 | 4.1 | -1.9 | -11.4 | -0.5 | 22.7 | -6.1
O=C(O)C(Cc1c[nH]c2ccccc12)NS(=O)(=O)c1ccc(Cl)cc1 (configuration not stated) | -0.7 | -8.3 | -7.0 | -10.4 | -6.1 | -3.2 | -0.9 | -0.5 | -16.5
CC1CCCC(C)N1/N=C/C=C/c1ccccc1[N+](=O)[O-] (configuration not stated) | 1.5 | -16.3 | 3.8 | -0.8 | 0.6 | 0.6 | -26.6 | -20.1 | 0.1
COc1ccc(NC2=C3CC(C)CC=C3N(c3ccc(OC)cc3)C2=O)cc1 (configuration not stated) | -1.7 | -3.1 | 6.6 | 7.9 | -3.4 | 20.4 | 2.3 | 7.0 | -14.7

As entered above:
Entry for O=C1c2ccc([N+](=O)[O-])cc2C(=O)N1c1ccc([N+](=O)[O-])cn1 under 697 NFkB inh: -21.9
Entry for O=C1CCCN1CCCNC(=S)Nc1ccccc1Cl under CCR6 antag: -11.4
Entry for COc1cc(OC)cc(-c2nc3cc(C)ccc3o2)c1 under CHOP UPR activ: 4.3
Entry for CC1CCC(NC(=O)CCNC(=O)c2ccc(Br)cc2)CC1 (configuration not stated) under CXCR6 inh: -5.0
Entry for Cc1ccc(C)c(N2CC(C(=O)Nc3nccs3)CC2=O)c1 (configuration not stated) under CHOP UPR activ: -1.3

Next compounds follow:
SMILES | CHOP UPR activ | Jurkat NFkB inh | EBI2 antag | CXCR6 inh | XBP1 UPR activ | CCR6 antag | Gli-Sufu antag | 697 NFkB inh | Mdm2-MdmX inh
CC1Cc2ccccc2N1CC(=O)Nc1ccc(Cl)c(S(=O)(=O)N(C)C)c1 (configuration not stated) | -1.1 | 0.0 | -8.7 | 2.2 | -3.0 | -0.4 | 4.8 | 9.1 | -2.2
CC(C)Cn1c(=O)c2ccccc2n2c(CCC(=O)O)nnc12 | 1.1 | -15.4 | -5.3 | 1.7 | 2.3 | 4.0 | 4.4 | 1.1 | -1.5
Cc1ccc(CN2CC(C(=O)Nc3ccncc3)CC2=O)cc1 (configuration not stated) | -0.5 | -0.2 | 1.7 | -5.2 | 0.2 | -9.5 | 8.9 | -7.8 | 0.6
CCOC(=O)N1CCN(C(=O)C2CCN(S(=O)(=O)c3ccc(C)cc3)CC2)CC1 | -0.4 | -13.8 | -3.1 | 0.3 | -2.7 | 1.1 | 9.0 | 16.0 | -20.8
Cc1ccc(-n2nc(CC#N)c(C#N)c2N)cc1Cl | -1.3 | 7.7 | -4.2 | 2.2 | -2.6 | 12.1 | 0.5 | -11.2 | -10.4
CCOC(=O)C1=NNC(C(=O)OCC)C1c1ccccc1 (configuration not stated) | . | . | 2.0 | -5.6 | . | 3.3 | -3.0 | . | .
CC(C)(C)c1ccc(C(=O)NC(=S)NCC2CCCO2)cc1 (configuration not stated) | 2.8 | -15.3 | -5.0 | -6.6 | 0.9 | 16.8 | 3.3 | -21.5 | 21.3
CCc1noc(C)c1C(=O)OCC(=O)Nc1ncc(Cl)cc1Cl | 3.1 | 16.4 | -0.1 | -2.2 | 1.4 | 6.7 | 5.5 | 3.3 | 23.8
Cc1cc(NC(=O)c2cccc(S(=O)(=O)N3CCOCC3)c2)no1 | 1.0 | -9.8 | 5.1 | -3.3 | 1.0 | 8.5 | 1.9 | -6.2 | 30.3
COc1ccc(N2CCSC2C(=O)NN)cc1 (configuration not stated) | -0.7 | 0.1 | -4.9 | -10.4 | 4.0 | 10.1 | 11.4 | 12.9 | 5.2
O=C(CCN1CCN(CC(=O)Nc2ccccc2Cl)CC1)Nc1ccccc1F | 0.1 | 5.5 | 4.3 | 10.6 | -4.0 | 5.3 | -7.6 | 16.5 | 21.3
